H9c2 protect – protects H9c2 cardiomyocytes from peroxide injury | protection from H2O2 cell death, % at 20 µM | H2O2 injury protection, ATPLite, 2 h | AID 588492 | actives 0.63% (n = 360,000);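 active means compounds giving at least 50% protection of heart cells from peroxide-induced death in the single-dose screen, raw or plate-pattern-corrected value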;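 further: 0% = DMSO wells with peroxide and 100% = DMSO wells without peroxide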
Glyco luc inh – blocks N-linked glycosylation in D54 reporter cells; D54 ERlucT glycosylation luciferase reporter, 24 h; percent of 100 nM tunicamycin response; reporter increase, % at 12.5 µM; actives 0.23% (n = 360,000); AID 588692;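 active means mean luciferase reporter signal, scaled so untreated is 0 and the glycosylation-blocking control 100, at or above a set limit in every replicate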;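 further: luciferase carries N-glycosylation sites so blocking glycosylation raises the light; 0% = median of neutral control wells and 100% = median of 100 nM tunicamycin wells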
MC4R antag cAMP – blocks human MC4R cAMP signaling; P32245; MC4R-expressing cells, MTII-stimulated cAMP, LANCE TR-FRET; inhibition, % at 6.5 µM; actives 0.48% (n = 360,000); AID 540295;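 active means inhibition above its plate's cutoff, the mean of tested wells on that plate plus 3 SD, cut at about 29% in these data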;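 further: 0% = Melanotan II alone and 100% = Melanotan II plus saturating MCL0020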
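Assay system: U2OS cells stably expressing human melanocortin 4 receptor (MC4R) / Dosing: 6.5 µM / Timing: compound 30 min, challenge 1 h, detection 1 h / Measured by: Eu-cAMP/anti-cAMP TR-FRET, emission 671 nm / Replicates: singlicate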
SRC2 inh – human SRC2 (NCOA2) inhibition. AID 651957. actives 0.17% (n = 370,000). inhibition, % at 9 µM. HEK293 GAL4-SRC2 luciferase reporter, luminescence. Q15596;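 active means inhibition above the mean inhibition of all tested compounds plus 3 SD, set per campaign, cut at about 52% in these data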;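 further: 0% = DMSO treated cells and 100% = cells given Gossypol at 36 µM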
TLR9-MyD88 block – blocks human TLR9 binding to MyD88; CHO BLA complementation TLR9-MyD88, CCF4 FRET ratio; inhibition, % at 4.98 µM; actives 0.21% (n = 340,000);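 active means inhibition above the mean over all tested compounds plus 3 SD, cut at about 21% in these data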;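 further: 0% = DMSO only wells and 100% = clavulanate BLA inhibitor control wells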
MC4R ag barr – agonists of human melanocortin 4 receptor (MC4R) beta-arrestin | P32245 | U2OS MC4R beta-arrestin complementation, luminescence; percent of melanotan II response, DMSO zero | activation, % at 8.9 µM | actives 0.98% (n = 360,000) | AID 540308;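 active means activation above a per-plate cutoff, the mean activation of sample wells on that plate plus 3 SD, cut at about 8% in these data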
NOD2 RIPK2 PPI – blocks binding of human NOD2 to RIPK2. O43353. inhibition, % at 4.98 µM. actives 0.38% (n = 360,000). AID 624267. CHO BLA complementation NOD2-RIPK2, CCF4 ratio; in the data active means inhibition above about 21%;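 further: 0% = vehicle only and 100% = reference blocker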
Target sequence (O43353 whole entry, looked up): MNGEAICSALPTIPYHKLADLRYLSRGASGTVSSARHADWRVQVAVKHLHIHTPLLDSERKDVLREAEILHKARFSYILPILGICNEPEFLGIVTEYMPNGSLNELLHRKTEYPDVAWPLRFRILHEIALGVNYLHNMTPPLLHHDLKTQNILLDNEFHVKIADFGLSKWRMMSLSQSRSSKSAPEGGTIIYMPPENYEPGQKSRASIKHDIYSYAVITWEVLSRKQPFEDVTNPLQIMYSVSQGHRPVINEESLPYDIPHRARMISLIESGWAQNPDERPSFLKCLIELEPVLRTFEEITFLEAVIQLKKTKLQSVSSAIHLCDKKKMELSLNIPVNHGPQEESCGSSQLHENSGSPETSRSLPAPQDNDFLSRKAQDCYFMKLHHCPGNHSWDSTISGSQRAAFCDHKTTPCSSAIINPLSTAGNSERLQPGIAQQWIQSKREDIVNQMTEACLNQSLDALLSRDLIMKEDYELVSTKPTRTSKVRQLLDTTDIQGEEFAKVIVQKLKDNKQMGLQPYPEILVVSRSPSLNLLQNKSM
HTR2A ag – activates the mouse 5-HT2A serotonin receptor. P35363. CHO-K1 mHTR2A beta-arrestin complementation, luminescence; percent of 30 µM serotonin response. activation, % at 7.6 µM. actives 0.66% (n = 360,000);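 active means activation above a run cutoff, the mean activation of all tested compounds plus 3 SD, cut at about 14% in these data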;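 further: 0% = plate median of compound wells and 100% = 30 µM serotonin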
Target sequence (P35363 whole entry, looked up): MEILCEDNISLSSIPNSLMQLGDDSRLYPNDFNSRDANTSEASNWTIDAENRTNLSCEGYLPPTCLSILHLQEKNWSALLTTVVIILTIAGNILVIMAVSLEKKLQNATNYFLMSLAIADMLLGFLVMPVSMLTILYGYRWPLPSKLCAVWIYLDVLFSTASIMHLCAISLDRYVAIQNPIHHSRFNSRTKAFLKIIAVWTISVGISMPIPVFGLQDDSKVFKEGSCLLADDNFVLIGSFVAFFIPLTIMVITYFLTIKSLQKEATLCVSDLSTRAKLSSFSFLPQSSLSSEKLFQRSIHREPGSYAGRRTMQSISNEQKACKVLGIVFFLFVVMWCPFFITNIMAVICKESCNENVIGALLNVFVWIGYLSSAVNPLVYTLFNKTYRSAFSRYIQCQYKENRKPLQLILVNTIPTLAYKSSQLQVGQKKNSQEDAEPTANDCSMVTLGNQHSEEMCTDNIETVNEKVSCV
ABCB6 inh 2 – human ABCB6 transporter inhibition; K562-ABCB6 porphyrin accumulation, flow cytometry, 1 h; hits give low values; actives 0.19% (n = 360,000); Q9NP58; fluorescence ratio to DMSO, % at 10 µM; AID 602162;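 active means fluorescence ratio to DMSO below 75%, the collection mean minus 3 SD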;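 further: signal is porphyrin accumulated inside mitochondria; 100% equals median channel fluorescence of DMSO control wells; lower ratio means ABCB6 inhibition with less porphyrin fluorescence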
ABHD5 PLIN5 PPI – ABHD5-PLIN5 protein interaction inhibition. Q00G26+Q8WTS1. Split G. princeps luciferase complementation, luminescence, 4 h. inhibition, % at 4 µM. actives 0.78% (n = 360,000). AID 602281;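 active means inhibition above the mean inhibition across every tested compound plus 3 SD, cut at about 22% in these data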;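 further: 0% = DMSO only wells and the 100% control is not disclosed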
* marks the source's active call; other numbers are inactive results; . = not tested or not shown.

Values in the order: H9c2 protect	Glyco luc inh	MC4R antag cAMP	SRC2 inh	TLR9-MyD88 block	MC4R ag barr	NOD2 RIPK2 PPI	HTR2A ag	ABCB6 inh 2	ABHD5 PLIN5 PPI
CCOC(=O)c1ccccc1NC(=O)CSc1nc2ccccc2c(=O)n1CCCN1CCOCC1
  1.1	-5.3	14.3	-2.7	-23.4	0.1	0.3	-5.0	94.0	1.2
CCc1c(C(=O)Nc2ccc(OC)cc2)[nH]c(C)c1C(C)=O
  7.1	3.3	-3.5	-28.7	-0.6	-2.5	-3.4	-3.5	99.0	-3.6
Cc1nc2c(=O)n(C)c(=O)n(C)c2nc1Cl
  -11.7	7.5	-5.2	-24.0	17.1	-2.1	23.9*	-4.8	101.0	20.9
O=C(CCN1CCOCC1)Nc1cc(C(=O)Nc2ccc(Cl)cc2)ccc1N1CC2CC(C1)c1cccc(=O)n1C2 (configuration not stated)
  8.7	-5.9	14.7	-20.1	2.1	0.4	-11.0	-6.3	97.0	2.1
COc1ccc(C(=O)Nc2ccc(Cl)cc2C(=O)NCc2ccco2)cc1OC
  24.3	-2.2	5.3	-19.7	-9.8	1.1	-0.6	-2.6	103.0	5.5
CC1(C(=O)O)CC(C)(C(=O)O)CC(C)(C(=O)O)C1 (configuration not stated)
  -6.5	0.8	-3.6	10.3	6.7	2.5	-8.8	3.2	92.0	4.2
CCO[C@@H]1OC(C(N)=O)=C[C@H](c2ccc(C(F)(F)F)cc2)[C@H]1CCCO
  11.8	1.6	5.4	-14.5	-2.5	-2.6	-7.8	-7.6	99.0	-7.9
Cc1ccc(NC(=O)C2CC(=O)N(c3ccc4c(c3)OCCO4)C2)nc1 (configuration not stated)
  0.1	-1.0	2.2	-7.0	4.8	-1.2	-6.0	-4.6	98.0	-6.9
CC(=O)N1CCc2cc(NC(=O)C3(C)CCN3CCc3ccccc3)ccc21 (configuration not stated)
  7.3	-7.9	6.3	-1.7	.	1.7	-7.3	-1.2	97.0	5.0
CCCN(CCC)CCNC(=O)CCC(=O)Nc1ccc2nc(N3CCOCC3)cc(C)c2c1
  1.2	0.1	20.1	-70.2	-15.9	0.6	8.0	0.1	100.0	2.4
Cc1noc(C)c1C(=O)N(C)Cc1ccccc1
  1.4	1.9	5.7	-2.2	-9.2	-1.5	-7.2	1.1	95.0	0.4
COc1ccc(C(=O)NCC(=O)N/N=C/c2ccco2)cc1OC
  0.2	-1.4	9.9	-20.4	-10.3	2.1	-0.2	-7.8	107.0	1.2
O=c1ccc2c(-c3ccccc3S(=O)(=O)O)c3ccc(O)c(O)c3oc-2c1O
  3.1	-6.5	1.8	12.5	-1.9	-5.3	-1.1	-3.1	97.0	-25.2
O=C(c1ccco1)N1CCN(S(=O)(=O)c2cccc3nsnc23)CC1
  0.0	1.0	3.4	-8.1	-13.0	-0.6	-3.4	-3.2	97.0	-2.1
Cc1ccc(NC(=O)COC(=O)c2ccc(S(=O)(=O)N3CCCC3)cc2)cc1
  4.1	-0.3	8.1	-3.3	-2.4	4.4	-2.5	-5.8	99.0	0.7
O=C1CC(C(=O)N2CCc3ccccc32)CN1c1ccccc1 (configuration not stated)
  -5.2	3.1	-3.9	-27.8	-0.7	-0.3	7.1	-6.7	91.0	-2.9
CC(NC(=O)C(C)N1CCN(Cc2ccccc2)CC1)c1ccccc1 (configuration not stated)
  1.7	-0.2	3.1	-21.9	-0.2	-1.5	-3.4	10.3	97.0	6.0
Cc1cccnc1NC(=O)CCNC(=O)c1ccc(Br)cc1
  6.7	1.2	1.4	-2.7	4.0	-1.0	3.3	2.1	95.0	2.4
COc1cccc(Nc2nc(N)c([N+](=O)[O-])c(NCc3ccco3)n2)c1
  3.8	-4.2	-6.0	-5.3	.	0.8	2.8	-7.0	98.0	-1.8
CCOC(NC(=O)c1ccccc1)C(NC(=O)c1ccccc1)OCC (configuration not stated)
  0.8	0.0	7.4	-5.7	5.2	-2.0	-3.1	-4.2	86.0	0.6

Brought forward from above: two entries, followed by the next part.
Values in the order: H9c2 protect	Glyco luc inh	MC4R antag cAMP	SRC2 inh	TLR9-MyD88 block	MC4R ag barr	NOD2 RIPK2 PPI	HTR2A ag	ABCB6 inh 2	ABHD5 PLIN5 PPI
COc1cccc(Nc2nc(N)c([N+](=O)[O-])c(NCc3ccco3)n2)c1
  3.8	-4.2	-6.0	-5.3	.	0.8	2.8	-7.0	98.0	-1.8
CCOC(NC(=O)c1ccccc1)C(NC(=O)c1ccccc1)OCC (configuration not stated)
  0.8	0.0	7.4	-5.7	5.2	-2.0	-3.1	-4.2	86.0	0.6
O=C1CN(C(=O)COC(=O)CCS(=O)(=O)c2ccccc2Cl)c2ccccc2N1
  2.3	-2.7	-1.9	4.8	-16.6	-1.0	-3.5	-10.2	99.0	-7.6
COc1ccc(CCN2C(=O)CCC2(C)C(=O)NC2CCCC2)cc1OC (configuration not stated)
  -3.5	-0.6	-3.1	-0.3	-0.1	-2.0	-3.5	7.2	97.0	-7.7
CN(C)C(=C(C#N)C#N)N1CCN(c2ccc(Cl)cc2)CC1
  3.3	2.9	25.4	2.9	-5.1	0.9	-3.2	5.7	95.0	-8.5
CCCn1c(=O)c(C(=O)NCc2ccccc2Cl)c(O)c2ccccc21
  29.9	-0.6	-5.9	-19.4	-1.4	-0.3	0.5	3.8	96.0	3.3
CCN(CC)C(=O)c1ccc2nc(-c3ccccc3)c(-c3ccccc3)nc2c1
  -7.8	-3.1	3.4	0.9	-4.9	-3.3	0.3	-3.5	91.0	-3.7
Cc1cccc(-n2ncc3c2CCCC3NC(=O)c2ccc[n+]([O-])c2)c1C (configuration not stated)
  -8.2	1.0	-1.8	27.9	-1.6	-2.4	-4.2	-8.1	97.0	-2.6
CCN(CC)CCn1c2c(c(SCC(=O)Nc3ccc(F)c(F)c3)nc1=O)CCC2
  3.9	-4.9	3.6	1.0	-0.2	-1.4	1.9	-6.3	98.0	4.0
CCN(CC)CCNC(=O)c1ccc(NC(=O)c2cccc(-n3cnnn3)c2)cc1
  2.6	2.0	-1.4	0.8	5.8	-3.7	-4.6	4.6	93.0	-0.7
COc1ccc2c(c1)[C@@H]1[C@H](CO2)[C@H](c2ccccc2)[C@]2(C)C(=O)NCC(=O)N12
  -3.0	-3.2	7.9	-5.4	-2.4	1.9	0.0	-1.0	97.0	8.6
CCn1c(COc2cccc(OC)c2)nnc1SCC(=O)Nc1ccccc1C(=O)OC
  1.1	-1.8	11.9	7.8	0.0	0.0	13.8	2.7	105.0	-2.2
Cc1cccn2c(=O)nc(SCC(=O)NCc3ccco3)nc12
  -2.4	0.5	14.6	-28.7	4.3	-3.2	3.8	1.6	102.0	-2.1
CC1CC(C)CN(C(=O)C(C)N(C)CC(=O)Nc2ccc(F)cc2)C1 (configuration not stated)
  -3.7	-0.9	-1.4	22.0	-13.6	-0.8	-3.4	1.6	96.0	8.5
COc1ccc2oc(=N)c(C(=O)Nc3ccc(F)cc3)cc2c1
  2.5	4.9	13.2	-18.8	-16.7	-2.0	11.8	3.2	97.0	0.0
Cc1noc(C)c1S(=O)(=O)N1CCN(c2ccc([N+](=O)[O-])cc2)CC1
  5.0	1.4	4.7	-4.5	4.7	-2.4	-7.9	6.5	90.0	-8.3
CN(C)CCCNCCCCNC(=O)/C=N/O
  -0.3	0.1	1.3	-26.9	-5.0	0.3	-3.1	-1.9	142.0	-3.0
O=C(CC1Nc2ccccc2NC1=O)Nc1ccc2c(c1)OCO2 (configuration not stated)
  -0.9	9.9	-5.5	-48.0	1.9	-1.4	-4.0	-7.2	97.0	-1.8
OCCCNc1ncnc2c1[nH]c1ccccc12
  -4.7	5.2	6.8	18.4	4.5	-0.8	-13.2	-1.3	100.0	-4.9
CCC(=O)N1CCN(c2ccccc2NC(=O)COc2ccc(C(C)C)cc2)CC1
  1.0	.	4.8	14.7	-11.4	-5.0	8.5	0.7	101.0	-8.8
CCOC(=O)c1ccc(NS(=O)(=O)c2ccc3oc(=O)[nH]c3c2)cc1
  -4.6	2.5	13.1	12.2	2.0	1.1	0.2	5.2	105.0	-6.6
CCN(CC)c1ncc(C#N)c(N)n1
  -2.7	-0.4	2.8	-1.7	.	2.6	-10.2	2.7	102.0	-2.2
Clc1ccccc1Nc1nc(NCc2ccccc2)nc2ccsc12
  -24.5	-5.5	10.4	20.1	.	6.1	-3.7	-3.2	93.0	-0.4
O=C(COC(=O)CSc1cc(Cl)ccc1Cl)Nc1ncc(C(F)(F)F)cc1Cl
  3.4	0.8	8.7	4.5	-11.6	-0.2	-7.9	2.9	103.0	2.4
CCOc1cc(OCC)cc(C(=O)N2CCC[C@H]2C(=O)N2CCC[C@H]2C(=O)NCc2ccncc2)c1
  .	.	.	-50.2	.	.	3.3	0.2	98.0	-6.3
CCOC(=O)c1sc2nc(-c3cccnc3)ccc2c1N
  -20.8	-7.7	-2.5	-89.3	14.1	0.1	9.0	-3.6	94.0	0.9
Cc1ccc(S(=O)(=O)Nc2ccc(N(C)S(=O)(=O)c3ccc(C)cc3)cc2)cc1
  0.9	-3.4	20.5	-39.9	-11.6	5.5	0.1	1.4	162.0	-3.8
COC(=O)c1[nH]c(C)c(/C(O)=C2\C(=O)C(=O)N(CCN(C)C)C2c2cc(OC)ccc2OC)c1C (configuration not stated)
  8.1	1.3	2.6	-5.0	-13.9	-0.2	-5.8	0.8	102.0	1.7
COc1cccc(C(=O)N2CCC2(C)C(=O)O)c1 (configuration not stated)
  -1.9	2.5	5.6	18.2	.	-3.6	-0.8	3.2	88.0	6.6

Not all compounds are listed; the hit share may differ from the screen's.
